Source: PubChem (several laboratories)
GalR3 antagonist = blocks the human galanin receptor 3 | O60755 | HEK293 GalR3-CNG cAMP membrane potential fluorescence; galR3 body fused to GalR1 C-terminus | inhibition, % at 3 µM | 360,000 compounds, 0.44% hits;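 active means inhibition above the screen-wide average plus 3 SD, cut at about 13% in these data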;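 further: forskolin and galanin both at EC90 stimulate the cells; cAMP rise reported by CNG channel membrane potential dye signal; 0% = forskolin plus galanin with DMSO and 100% = forskolin alone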
OXTR agonist = human OXTR agonism; activation, % at 3 µM; CHO-OTR cells, Fluo-8 calcium fluorescence; normalized: DMSO 0%, oxytocin 100%; P30559; 320,000 compounds, 0.32% hits;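 active means activation above the mean of all tested compounds plus 3 SD, cutoff set per screening run, cut at about 20% in these data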;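 further: peak over basal fluorescence ratio from a 100 s FLIPR kinetic read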
GPR7 antag = blocks human GPR7 receptor signaling; P48145; GPR7-expressing cells, fluorescence antagonist assay; inhibition, % at 4.4 µM; 290,000 compounds, 1.1% hits; AID 1861; in the data active means inhibition above about 16%, passing the limit was not always enough;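 further: cells stimulated with the agonist NPW; 0% = agonist with vehicle and 100% = vehicle without agonist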
Target sequence (P48145 whole entry, looked up): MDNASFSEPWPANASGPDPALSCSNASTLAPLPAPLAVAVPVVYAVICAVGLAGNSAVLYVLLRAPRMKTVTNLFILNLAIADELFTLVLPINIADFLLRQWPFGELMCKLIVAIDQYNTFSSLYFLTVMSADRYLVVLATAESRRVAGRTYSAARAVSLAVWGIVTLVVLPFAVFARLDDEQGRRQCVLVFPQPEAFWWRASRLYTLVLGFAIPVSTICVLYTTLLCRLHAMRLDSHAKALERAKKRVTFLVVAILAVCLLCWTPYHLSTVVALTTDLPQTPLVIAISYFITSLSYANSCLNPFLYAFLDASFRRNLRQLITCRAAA
HCV NS3 hel inh = HCV NS3 helicase inhibition | NS3 helicase DNA unwinding, Cy5 molecular beacon fluorescence | AID 1800 | 290,000 compounds, 0.56% hits | inhibition, % at 10.9 µM;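 active means inhibition above the mean of all tested compounds plus 3 SD, set per campaign, cut at about 35% in these data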;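 further: 0% = DMSO wells and 100% = thioflavine S control wells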
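assay system = NS3 helicase fragment of HCV | buffer or medium = MOPS pH 6.5, MgCl2, DTT, Tween20, BSA | timing = 60 min unwinding reaction at 25 °C after ATP addition | signal = Cy5 beacon fluorescence read at start and 1 h | read-out basis = % inhibition of unwinding | control set = low DMSO, high thioflavine S at 110 µM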
IMP-1 inh = blocks Pseudomonas aeruginosa IMP-1 metallo-beta-lactamase. purified IMP-1, nitrocefin hydrolysis, epi-absorbance fluorescence. inhibition, % at 5.6 µM. 290,000 compounds, 0.45% hits;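 active means inhibition above the mean plus 3 SD of all compounds in the same screening run, cut at about 4.5% in these data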;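 further: 0% = IMP-1 with DMSO and 100% = DMSO wells lacking enzyme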
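System: purified IMP-1; amount: IMP-1 0.2 nM before substrate addition; compound: single dose, 5.6 µM; times: 25 °C, 15 min preincubation, 25 min reaction; signal: Epi-absorbance via hydrolysed-nitrocefin quenching of white-plate fluorescence, 480/530 nm, EDTA stop; benchmarks: DMSO with and without IMP-1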
V1aR counter = V1a receptor agonism, counter-screen for OXTR agonists; CHO-V1R cells, Fluo-8 calcium fluorescence, agonist mode; 0% DMSO, 100% 3 nM vasopressin; activation, % at 3 µM; 320,000 compounds, 0.25% hits;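 active means activation above the mean activation of all tested compounds plus 3 SD, per screening run, cut at about 20% in these data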;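 further: signal is peak over basal fluorescence ratio across a 100 second FLIPR read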
Target sequence (P37288 whole entry, looked up): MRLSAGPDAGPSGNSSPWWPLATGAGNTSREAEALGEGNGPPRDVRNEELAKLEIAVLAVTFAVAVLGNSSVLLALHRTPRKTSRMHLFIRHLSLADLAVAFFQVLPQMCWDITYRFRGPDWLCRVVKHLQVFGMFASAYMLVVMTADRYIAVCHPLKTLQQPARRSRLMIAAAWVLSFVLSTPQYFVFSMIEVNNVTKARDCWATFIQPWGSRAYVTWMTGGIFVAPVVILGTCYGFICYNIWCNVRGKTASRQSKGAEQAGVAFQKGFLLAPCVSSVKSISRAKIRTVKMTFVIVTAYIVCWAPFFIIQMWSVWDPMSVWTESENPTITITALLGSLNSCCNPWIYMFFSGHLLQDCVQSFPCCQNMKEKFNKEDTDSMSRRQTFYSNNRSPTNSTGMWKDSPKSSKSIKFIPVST
VIM-2 inh = inhibitors of Pseudomonas aeruginosa VIM-2 metallo-beta-lactamase | purified VIM-2, nitrocefin hydrolysis, epi-absorbance fluorescence | inhibition, % at 5.6 µM | 290,000 compounds, 0.89% hits;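 active means inhibition above the mean of all tested compounds plus 3 SD, cutoff set per screening run, cut at about 7.5% in these data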;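 further: red hydrolysis product quenches plate fluorescence so inhibitors raise well fluorescence; 0% = enzyme with DMSO and 100% = DMSO without enzyme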
PHOSPHO1 inh = blocks human PHOSPHO1 phosphatase activity; recombinant PHOSPHO1, absorbance phosphatase assay; Q8TCT1; AID 1565; inhibition, % at 13.3 µM; 290,000 compounds, 1.1% hits; in the data active means inhibition above about 60%
Target sequence (Q8TCT1 whole entry, looked up): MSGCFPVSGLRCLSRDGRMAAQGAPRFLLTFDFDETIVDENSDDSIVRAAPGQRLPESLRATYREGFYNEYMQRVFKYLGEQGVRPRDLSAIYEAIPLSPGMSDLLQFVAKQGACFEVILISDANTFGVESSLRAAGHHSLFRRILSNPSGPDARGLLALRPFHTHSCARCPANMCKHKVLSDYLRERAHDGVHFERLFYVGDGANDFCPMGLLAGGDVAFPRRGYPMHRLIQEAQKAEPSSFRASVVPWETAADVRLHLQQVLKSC
FID counter = displaces DNA intercalator in HCV helicase counter-screen; DNA fluorescent intercalator displacement, fluorescence; 290,000 compounds, 0.17% hits; inhibition, % at 7.9 µM; in the data active means inhibition above about 37%;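 further: 0% = vehicle and 100% = reference compound; higher means more ethidium bromide displaced from hairpin DNA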
Active calls of the source: *; . = no result given. Rows were taken by chance; 4.3% or so of the library scored in one or more.

structure	GalR3 antagonist	OXTR agonist	GPR7 antag	HCV NS3 hel inh	IMP-1 inh	V1aR counter	VIM-2 inh	PHOSPHO1 inh	FID counter
CN(C)c1ccc(C(=O)C(O)c2ccc(C(C)(C)C)cc2)cc1 (stereo unspecified)	1	0.1	-8	-3	-1.4	1.4	-0.9	11	-2
CCC(C)C(NC(=O)C1CCC(=O)N1C(=O)OCc1ccccc1)C(=O)NC(C(=O)N1CCCC1C(N)=O)C(C)CC (stereo unspecified)	2	0.7	-6	8	-1.7	0.1	-2.0	45	-29
Cc1cc(C)c(OCC(=O)N2CC=C(c3ccccc3)CC2)c(C)c1	0	-0.5	13	9	1.1	0.9	1.9	28	-32
CCN(c1ccc2c(c1)OCO2)S(=O)(=O)c1cc(Br)cc2c1N(C(=O)C1CC1)CC2	-5	-0.6	13	-2	0.8	1.5	-0.8	40	-4
CCOC(=O)C1CCN(c2c(N3CCN(Cc4ccccc4)CC3)c(=O)c2=O)CC1	0	-0.1	-16	-1	-2.7	-0.1	-1.3	36	-31
Cc1ccc(-n2c(C)nn(CC3CC3)c2=O)cc1	-1	0.2	-4	-8	-0.4	1.0	-0.6	25	-2
Cc1ccc2c(c1)C(=O)CC(O)(C(F)(F)F)O2 (stereo unspecified)	-5	-0.2	-18	8	-2.8	-0.4	-1.7	37	-1
Cc1ccccc1N1CC(C(=O)Nc2ccc(S(=O)(=O)NCC3CCCO3)cc2)CC1=O (stereo unspecified)	-6	0.8	-3	-1	-3.3	0.6	-4.7	27	-35
O=C1Nc2ccc(F)cc2C12SCCS2	.	1.5	1	-1	-3.0	0.9	-4.8	34	0
CCc1ccccc1NC(=O)CCNC(=O)Cn1ccc2ccccc2c1=O	-9	0.5	-8	2	-2.0	1.3	-0.9	44	-13
CC1CCN(C(=O)C(C)NCc2ccc(F)cc2)CC1 (stereo unspecified)	-8	0.1	-6	10	-3.3	2.2	-2.0	3	1
Clc1cccc2sc(N3CCOCC3)nc12	8	-1.1	4	8	1.9	-0.2	-0.2	.	-5
COc1ccc(OCCC(=O)OCC(=O)NCc2ccccc2)cc1	1	-1.8	8	7	2.5	-1.6	-0.7	-4	-13
COc1ccc(-c2c(C)nn3c(N)c(-c4ccccc4)cnc23)cc1OC	-11	-2.2	-13	-9	-0.7	-1.7	-1.0	19	-15
CCC(C(=O)Nc1ccc(C(=O)N2CCCC2)cc1)c1ccccc1 (stereo unspecified)	-5	15	-16	6	-3.2	13	-0.6	-1	-31
O=C(O)COc1ccccc1/C=N/NC(=O)CN1CCN(S(=O)(=O)c2ccc(Br)cc2)CC1	0	0.6	-5	11	-0.1	-1.2	-2.5	37	-35
NC(=O)c1cc2cc(Cl)ccc2oc1=Nc1cccc(C(F)(F)F)c1	1	-0.8	-13	-1	-2.2	0.5	0.4	-11	-5
Cc1ccc(C(OC(=O)c2ccco2)C(=O)NC2CCCCC2)cc1 (stereo unspecified)	-1	-2.1	0	6	-2.6	-0.1	0.2	24	-9
Cc1ccc(NC(=O)c2c(-c3ccccc3Cl)noc2C)nc1	-1	-3.5	-17	-2	-2.1	-1.0	-2.5	40	-7
O=C(Nc1cccc(-c2nc3ccccc3o2)c1)c1ccc(N2C(=O)C3C4C=CC(C4)C3C2=O)cc1 (stereo unspecified)	-2	2.4	2	0	-2.6	1.9	-2.3	10	-6
Cc1c(C)c2ccc(OCC(=O)N3CCN(c4cccc(Cl)c4)CC3)cc2oc1=O	0	-0.7	6	0	-2.8	3.7	-1.4	14	-28
O=C(CNC(=O)C12CC3CC(CC(C3)C1)C2)N/N=C\c1ccccn1	4	0.4	-1	-5	-2.4	1.2	-3.1	20	-6
O=C(CNS(=O)(=O)c1ccccc1)NCC(=O)N1CCCCC1	-6	-0.4	4	12	-1.3	-0.7	0.8	.	1
O=C(NCc1cccnc1)c1ccc(NC(=O)c2cccc([N+](=O)[O-])c2)cc1	-1	-0.2	0	-4	-3.6	0.0	-1.8	53	8
CN1CCN(S(=O)(=O)c2ccc(-c3ccc(Cl)cc3)cc2)CC1	-7	5.2	3	-31	42*	3.9	11*	25	6
COc1ccc(S(=O)(=O)NCc2nc3nc(C)cc(C)n3n2)cc1OC	.	-0.5	5	1	-4.0	0.0	-3.0	18	-6
C=CCN(CC=C)C(=S)NC(=O)c1ccc(OC)c(Br)c1	.	-0.9	-12	-5	-1.3	0.7	-1.9	7	-10
COC(=O)c1cccc(NC(=O)Cc2ccsc2)c1	-8	2.3	-6	0	-5.2	0.3	-2.5	-3	-6
O=C(OCCN1CCOCC1)c1cccc(F)c1	-4	-0.3	-8	-1	-3.0	1.4	-1.9	19	1
CCc1ccc2oc(=O)cc(CN3CCN(CCO)CC3)c2c1	-7	-0.4	4	-5	-2.1	0.4	2.8	11	12
CS(=O)(=O)c1ccc(N2CCN(C3CC(=O)NC3=O)CC2)cc1 (stereo unspecified)	-1	0.6	-6	-5	-3.9	0.8	-1.4	-21	6
Cn1c(=O)c2c(nc(N3CCCCC3)n2C)n(C)c1=O	4	-0.1	7	-5	-1.0	0.1	3.1	-13	-8
CN(C)CCNc1c2c(c(C#N)c3nc4ccccc4n13)CCCC2	-4	-0.3	4	2	-3.4	1.1	1.8	26	6
Cc1ccc(CN(C)Cc2cc(=O)oc3cc(C)c(Cl)cc23)cc1	-8	-1.6	-12	13	-3.7	0.5	-2.3	33	-22
COC(=O)c1sccc1NC(=O)Nc1ccc(C)cc1C	-2	-0.8	-5	-9	-3.5	-0.5	-2.8	16	-25
Cc1ccc(-c2csc(NC(=O)c3ccccc3Cl)c2C(=O)O)cc1	-2	5.0	25	39*	-1.4	7.7	-0.3	7	-9
CSC(SC)=C(C#N)C(=O)c1ccccc1	-5	-0.8	-9	-3	-1.6	-2.4	-1.7	25	-2
CC(C)c1ccc(-c2nc3c([nH]2)c(=O)n(C)c(=O)n3C)cc1	5	-0.3	-7	-2	-0.1	-0.2	-0.6	12	-3
O=C(COc1ccc(NS(=O)(=O)c2ccc(F)cc2)cc1)N1CCOCC1	-7	0.7	-1	-13	-0.4	0.4	-2.0	8	-5
NS(=O)(=O)c1ccc(CCNc2nc(C(F)(F)F)nc3ccccc23)cc1	4	3.3	6	1	1.7	5.4	3.8	28	-3
COc1ccc(-c2nc(-c3cccc(C(F)(F)F)c3)no2)cc1OC	-3	0.1	6	17	-0.1	0.4	-0.3	-20	0
Cc1ccc(S(=O)(=O)N2CCN(S(=O)(=O)c3ccc(C)cc3)C2)cc1	-2	0.3	-7	-1	-1.4	1.1	-3.3	8	-8
O=C(NCc1ccccc1)Nc1cccn(Cc2ccccc2Cl)c1=O	-7	-1.8	-17	-2	-2.8	-0.3	-0.9	12	-18
Cc1cccc(CSc2nc3ccncc3n2CC(=O)Nc2cc(C)cc(C)c2)c1	.	-1.4	4	-29	-1.8	0.6	-0.9	-4	2
CC12CCC(C(=O)N(c3ccc(Cl)cc3)C1=O)C2(C)C (stereo unspecified)	-2	-2.8	0	-2	-2.4	-0.5	-3.4	-5	3
COc1ccc(CCN(C)C2CCCN(C(=O)c3ccnn3C)C2)cc1OC (stereo unspecified)	0	0.2	-19	4	-0.5	-0.1	-0.5	43	-4
CC1=C(C(=O)OCc2ccccc2)C(c2ccc(N3CCOCC3)cc2)NC(=O)N1 (stereo unspecified)	2	-0.7	11	3	-2.5	2.2	-1.7	-13	-19
CC(=O)c1c(C)nc(Nc2nc(C)c3cc(C)ccc3n2)nc1C	-3	-2.0	-6	1	-2.3	-1.1	-3.2	-15	-18
CCN(CCCNC(=O)C1CCN(C(=O)c2cc3sccc3n2C)CC1)Cc1ccccc1	0	-0.9	13	-9	-0.6	-0.7	-1.8	24	16
CCOC(=O)Nc1cccc(OCC(=O)Nc2ccc(OC)cc2OC)c1	-7	-0.2	-1	-9	-2.2	0.2	-0.7	.	-23

(more compounds)
structure	GalR3 antagonist	OXTR agonist	GPR7 antag	HCV NS3 hel inh	IMP-1 inh	V1aR counter	VIM-2 inh	PHOSPHO1 inh	FID counter
O=S(=O)(c1ccccc1)N1CCN(c2nnnn2-c2ccccc2)CC1	-1	-0.3	-9	-3	-2.4	0.2	-0.8	-21	-14
NC(=O)c1ccccc1Br	-1	-0.7	-18	-4	-2.9	0.6	-2.1	37	2
O=C(Nc1ccc(N2CCN(C(=O)c3ccccc3F)CC2)cc1)c1cncc(Br)c1	-5	4.1	6	-6	1.5	11	-1.2	14	-46
Cc1cc(C)cc(N(CCC(=O)Nc2nnc(C)s2)S(=O)(=O)c2ccc(Cl)cc2)c1	1	-1.8	-2	3	-4.3	-0.5	-2.5	-7	-2
CSCC[C@H](NC(=O)C1CCN(C(=O)[C@H](Cc2ccccc2)NS(=O)(=O)c2ccc(C)cc2)CC1)C(=O)O	-9	-0.7	-4	-3	-0.5	0.1	-2.5	51	-31
COC(=O)c1cc(S(=O)(=O)N2CCN(c3ccccc3)CC2)c[nH]1	.	2.9	6	5	-2.0	5.5	-3.7	2	-8
CCCCn1c(C(C)NC(=O)CC)nc2ccccc21 (stereo unspecified)	.	-1.4	0	-3	-0.9	0.6	0.3	23	-8
COc1ccccc1NC(=O)C1CCCN(C(=O)Nc2ccc(F)cc2)C1 (stereo unspecified)	-8	-1.4	-6	1	-1.9	-0.6	-1.6	31	-13
Nc1ccccc1SSc1ccccc1N	-10	-1.1	-2	27	-3.5	0.7	-2.7	-74	-15
CC(C)OC(=O)c1cccnc1N1CCN(c2ccc(F)cc2)CC1	-4	-1.9	-11	-5	0.4	-1.6	-2.8	28	-21

Part of the list above, with two lines to a compound:
Second line of a record – GalR3 antagonist | OXTR agonist | GPR7 antag | HCV NS3 hel inh | IMP-1 inh | V1aR counter | VIM-2 inh | PHOSPHO1 inh | FID counter
- CCCCn1c(C(C)NC(=O)CC)nc2ccccc21 (stereo unspecified)
  . | -1.4 | 0 | -3 | -0.9 | 0.6 | 0.3 | 23 | -8
- COc1ccccc1NC(=O)C1CCCN(C(=O)Nc2ccc(F)cc2)C1 (stereo unspecified)
  -8 | -1.4 | -6 | 1 | -1.9 | -0.6 | -1.6 | 31 | -13

With a hit mark in HCV NS3 hel inh, of those listed so far:
compound	GalR3 antagonist	GPR7 antag	HCV NS3 hel inh	IMP-1 inh	VIM-2 inh	PHOSPHO1 inh
Cc1ccc(-c2csc(NC(=O)c3ccccc3Cl)c2C(=O)O)cc1	-2	25	39*	-1.4	-0.3	7

Following part.
structure	GalR3 antagonist	OXTR agonist	GPR7 antag	HCV NS3 hel inh	IMP-1 inh	V1aR counter	VIM-2 inh	PHOSPHO1 inh	FID counter
Cn1c2ccccc2c(=O)c2c(=O)n(Cc3ccccc3)c(-c3ccc(F)cc3)nc21	-9	-1.7	-16	-2	-4.4	-2.1	-3.1	29	-1
COc1ccc(S(=O)(=O)Nc2cc(C)on2)cc1OC	3	0.1	-6	-1	-1.3	0.6	-0.1	2	-1
O=C(CSc1ccc(-c2ccco2)nn1)NC1CCCC1	1	0.3	-17	0	-1.4	0.4	-2.2	11	-5
CCOC(=O)COc1cc([N+](=O)[O-])cc2cccnc12	-7	0.2	-17	-8	-3.5	0.8	-1.9	-6	-1
Cc1oc(-c2ccccc2Cl)nc1CS(=O)CC(=O)NCc1ccco1 (stereo unspecified)	-6	-0.9	-6	18	-4.7	0.3	-2.2	42	-29
